EphA4 KYL inhibition: EphA4 ligand-binding antagonists – biochemical, colorimetric, mouse EphA4, primary screen (AID 689); hit rate 0.1% among 62,000; EphA4-AP binding to KYL peptide, pNPP A405; higher % means a stronger effect; inhibition, % at 10 µM; hits with a dose series show IC50 in µM; in the data active = a potency from the dose series; inactive = the rest, 99 in 100 with inhibition below about 22%
An asterisk follows results filed as active; & = joins results of further samples. Only part of the results is shown; the hit share may differ from the screen's.

SMILES	EphA4 KYL inhibition
COc1ccc(-c2nc(-c3ccc(Br)o3)no2)cc1	11%
O=c1[nH]cnc2scc(-c3ccc(-c4ccccc4)cc3)c12	7%&-16%
CC(C)c1nnc(NC(=O)CCS(=O)(=O)c2nc(-c3cccs3)cc(C(F)(F)F)n2)s1	11%
CC/C(=C\C(=O)c1ccccc1)Nc1ccc(Br)cc1	-1%
Cc1ccc(-c2cc(C(=O)NCc3ccc4c(c3)OCO4)[nH]n2)c(O)c1C	-14%
CCN(c1ccccc1)S(=O)(=O)c1ccc(NCC2COc3ccccc3O2)nc1 (stereo not drawn)	12%
Cc1ccc2[nH]c(=O)c(CN(CCCN3CCOCC3)C(=O)NC3CCCCC3)cc2c1	-12%
Cc1ccc(C)c(-n2nnnc2SCC(=O)Nc2cccc(-c3nnc4n3CCCCC4)c2)c1	-6%
CC(C)c1nc2oc3c(NCc4cccnc4)ncnc3c2c2c1CCC2	-6%
CC1CCCN(CCCNC(=O)C2CC(=O)N(c3ccc(F)c(Cl)c3)C2)C1 (stereo not drawn)	-11%
COc1cccc(N2C(=O)C(=O)/C(=C(\O)c3ccccc3)C2c2ccc([N+](=O)[O-])cc2)c1 (stereo not drawn)	-5%
Cc1nc2ccccc2n1S(=O)(=O)c1cccc(Cl)c1Cl	-9%
Cc1ccc(S(=O)(=O)N(C)CCCC(=O)Nc2cccc(C)c2)cc1	8%
COc1ccc(N2CCn3c2nc2c3c(=O)n(CCCc3ccccc3)c(=O)n2C)c(OC)c1	-13%
CCOC(=O)c1c(-c2ccccc2)oc2cc(Br)c(OC(=O)c3ccco3)cc12	-4%
O=C(Cn1c(-c2ccccc2)noc1=O)NCc1ccccc1	2%
Cc1ccc(CC2CC2(Cl)Cl)c([N+](=O)[O-])c1 (stereo not drawn)	5%
Brc1cccc(-c2nnc(SCc3ccon3)n2-c2ccccc2)c1	-14%
COc1ccc(OC)c(NC(=O)CCn2cccc2)c1	-3%
OCC1N=C(c2ccccn2)OC1c1ccccc1 (stereo not drawn)	-6%
Cc1nc2ccc(S(=O)(=O)NCC(=O)N3CCCC(C)C3)cc2s1 (stereo not drawn)	13%
Cc1sc(NC(=O)CSc2nnc(-c3ccc(F)cc3)o2)c(C#N)c1C	3%
Cn1c(Cn2c(=O)sc3ccccc32)nnc1SCc1cccnc1	-7%
CCN(Cc1cc2cc(C)ccc2[nH]c1=O)C(=O)c1cccc(OC)c1	-4%
Cc1ccc(-n2c(N)c(C(=O)N3CCCCC3)sc2=S)cc1	-17%
COc1cc2c(C(=O)NCc3ccccn3)cn(C)c(=O)c2cc1OC	-14%
CC(C)C(C(=O)O)N1C(=O)/C(=C/C=C/c2ccco2)SC1=S (stereo not drawn)	5.3µM*
C=CCNc1oc(Cc2cccc3ccccc23)nc1C#N	7%
Cc1ccc(S(=O)(=O)N(CC(O)CN2CCCC2)c2ccccc2)cc1 (stereo not drawn)	-3%
C=CCN(CC=C)C(=O)c1ccccc1	-10%
Brc1ccc(Oc2nnnn2-c2ccccc2)cc1	-4%
COc1ccccc1-c1noc(-c2ccccc2C(=O)N2CCOCC2)n1	-24%
Cn1c(C(C#N)C2=C(Cl)C(=O)N(c3ccccc3)C2=O)nc2ccccc21 (stereo not drawn)	4%
O=C(NC(=S)Nc1ccccc1N1CCCC1)c1ccc(-c2cccc([N+](=O)[O-])c2)o1	6%
Cc1ccc(C)c(NC(=S)N2CCC(c3nc4ccccc4s3)CC2)c1	-8%
COc1ccccc1C(=O)Nc1ccc(-c2csc(-c3ccccc3)n2)cc1	6%
Cc1cc2nnc(SC3CCOC3=O)n2c2ccccc12 (stereo not drawn)	-9%
O=C(CN1CCC(n2nnc3cc(C(F)(F)F)ccc32)CC1)Nc1ccc2c(c1)OCCO2	15%
Cc1ncc(S(=O)(=O)c2ccccc2)c(-c2ccc(Cl)cc2Cl)n1	8%
O=C(Cc1cccs1)N/N=C/C(Br)=C/c1ccccc1	-6%
N#Cc1c(-c2ccc(Br)cc2)nc2n(c1=O)CCCS2	-11%
Cc1ccc(C2CC(=O)N3CN(c4ccc(Br)cc4)CSC3=C2C#N)o1 (stereo not drawn)	18%
CCN(CC)CCN1C(=O)C(=O)/C(=C(/O)c2ccc(OCC(C)C)cc2)C1c1ccncc1 (stereo not drawn)	-1%
CCOC(=O)c1[nH]c2ccccc2c1NC(=O)c1ccc2c(c1)OCO2	3%
COC(Cc1nnc(SC)n1-c1ccc(Cl)cc1)OC	0%
COCCNC(=O)C(OC(=O)c1cccs1)c1ccccc1 (stereo not drawn)	7%
COc1ccccc1NC(=O)CSc1nnc(-c2ccccc2)o1	-6%
COc1ccc(C(=O)Nc2ccc(Br)cc2C)c(OC)c1	-5%
Cc1ccc(-n2c3c(c(=O)[nH]c2=S)C(C(F)(F)F)(C(F)(F)F)NC(=O)N3)cc1	-1%
COC(=O)C1=C(C)N(CCc2ccc(OC)c(OC)c2)C(=O)/C1=C\c1ccc(O)cc1	-1%

Remaining list, next part
SMILES	EphA4 KYL inhibition
Cc1ccc(-n2c(Cc3cccn3C)nnc2SCC(=O)N2CCc3ccccc32)cc1	46%
C=CCSC1=N/C(=C\c2sccc2C)C(=O)S1	0%
CON(C)c1nc(OCCNC(=O)OCc2ccc(Cl)cc2Cl)nc(N(C)C)n1	-9%
CCOc1ccc(N(CC(=O)Nc2nccs2)S(=O)(=O)c2c(C)noc2C)cc1	7%
COc1ccc(CNC(=O)C(C#N)c2nc3ccccc3nc2N2CCCC2)cc1 (stereo not drawn)	5%
C1CNCCOCCNCCN1	-5%
COC(=O)c1ccc(NS(=O)(=O)c2ccc3c(c2)oc(=O)n3C)cc1	-7%
Cc1cc(C2C(C#N)=C(N)OC3=C2C(=O)CC(C)(C)C3)c(C)s1 (stereo not drawn)	-5%
COc1ccc(CNC(=S)Nc2cccc(C)c2C)cc1	-8%
CCOc1ccc(C(F)(F)F)cc1NC(=O)c1ccc(OC)c([N+](=O)[O-])c1	-3%
CC(=O)Nc1ccc(NC(=O)CSCCc2ccccn2)cc1	4%
O=C(COc1ccc2c(c1)oc(=O)c1ccccc12)OCc1ccccc1	2%
CCCNC(=O)C1CCN(S(=O)(=O)c2c(C)noc2/C=C\c2ccc(OC)cc2)CC1	-7%
CCC1SC2=NC(C)=C(C(=O)OC)C(c3ccc(C(=O)OC)cc3)N2C1=O (stereo not drawn)	-14%
COc1ccc(/C=C/C(=O)NCc2c(C)nn(C)c2C)cc1COc1ccc(Br)cc1	-4%
COc1ccc(CN2CC(C(=O)NCCc3ccc(C)cc3)CC2=O)cc1 (stereo not drawn)	-2%
COc1ccc(/C=C2\C(=O)N(c3nc(-c4ccc(C)cc4)cs3)N=C2C)cc1	0%
O=C(NC1CCCCC1)C(c1cccs1)N(C(=O)Cc1c[nH]c2ccccc12)c1ccc(F)cc1 (stereo not drawn)	-6%
O=C(NCC1CCCO1)/C(=C/c1cccc(Oc2ccccc2)c1)NC(=O)c1ccccc1 (stereo not drawn)	3%
Nc1c(Br)cc(Br)c(N2CCCC2=O)c1Br	-26%
CC(=O)Nc1ccc(S(=O)(=O)N2C3CCCC2CC(NC(=O)C2CCCCC2)C3)cc1 (stereo not drawn)	-18%
CCN(CC)S(=O)(=O)c1ccc(N2CCN(S(=O)(=O)c3ccc4c(c3)OCCO4)CC2)nc1	-16%
Cc1noc(C)c1S(=O)(=O)N1CCC(C(=O)N2CCN(C(=O)c3ccco3)CC2)CC1	-20%
CCC1CCCCN1CCCNC(=O)c1ccc2c(=O)n(Cc3ccc(OC)cc3)c(=O)[nH]c2c1 (stereo not drawn)	-9%
COCCNC(=O)c1ccc(CN(c2ccccc2)S(C)(=O)=O)cc1	-7%
COCCn1nnnc1C(c1ccc2ncccc2c1)N1CCN(c2ccccc2F)CC1 (stereo not drawn)	-5%
COc1cc(-c2nnc(SCC#CCO)o2)cc(OC)c1OC	-10%
CCOC(=O)Nc1cc(C)c(Cl)cc1OC	-11%
CN(C)c1cccc(NC2=CC(=[N+]3CCOCC3)CC(C)(C)C2)c1	-6%
O=C(CN1CCCC1)Nc1ccccc1Cl	-12%
CCC1=NC(c2ccccc2Cl)N(O)C1(C)C (stereo not drawn)	-6%
COc1ccc(N=Cc2c[nH][nH]c2=O)cc1	0%
CC(C)C(=O)Nc1cccc(C(=O)Nc2nnc(C(C)(C)C)s2)c1	-1%
O=[N+]([O-])c1ccc(N2CCCCC2)c(Cl)c1N1CCCCC1	-9%
O=C(CCC(=O)Nc1nnc(C2CCCCC2)s1)NCc1cccs1	0%
O=C(Nc1nnc(-c2cccs2)o1)c1ccco1	-8%
COc1ccc(/C(C)=N/NC(=O)c2ccc(N(C)C)cc2)cc1	-20%
COc1ccccc1CNC(=O)C(CCSC)NS(=O)(=O)c1ccc2c(c1)oc(=O)n2C (stereo not drawn)	-7%
Cc1ccc(C)c(NS(=O)(=O)c2cc(C(=O)Nc3ccccc3-c3ccccc3)ccc2Cl)c1	14%
O=C(NCCC1=CCCCC1)C1CCN(S(=O)(=O)c2ccc(-n3cnnn3)cc2)CC1	-14%
Cc1ccccc1OC1C(=O)N(Cc2ccc3c(c2)OCO3)C1c1sccc1C (stereo not drawn)	-8%
Cc1cc(C)nc(SCC(=O)N/N=C/c2cccn2-c2cccc(C(F)(F)F)c2)n1	5%
Cc1ccc(S(=O)(=O)Nc2ccc(Br)cc2/C=N/n2cnnc2)cc1	11%
O=C1CCCC(O)=C1C=NCCc1ccccc1	12%
CCn1c(O)c(C(C#N)=C2N=c3ccccc3=N2)c2ccccc21	-10%
CCOc1ccc(NC(=O)c2nnn(CC(=O)Nc3ccccc3OC)c2N)cc1	-6%
COCCn1c(SCc2nc(N)nc(Nc3ccccc3C)n2)nc2ccccc2c1=O	-6%
Cc1ccnc(N/N=C/c2ccco2)n1	-2%
CCOC(=O)C(C(=O)Nc1nccs1)C1CCCCC1 (stereo not drawn)	-28%
Cc1cc(NC(=O)COC(=O)c2ccc(S(=O)(=O)N3CCCc4ccccc43)cc2)no1	0%

The list goes on:
SMILES	EphA4 KYL inhibition
COc1cccc2cc(-c3nnc(SCC(=O)Nc4nc(C)cs4)n3C)oc12	-13%
Cc1cc2ncn(CC(O)COc3ccc4ccccc4c3)c2cc1C (stereo not drawn)	-6%
O=S(=O)(c1ccccc1)N(CC(O)CN1CCCCC1)c1ccccc1 (stereo not drawn)	0%
CCCC(=O)NC(=S)Nc1ccccc1F	-6%

Among those listed so far, 13 contain two or more sulfur atoms:
SMILES	EphA4 KYL inhibition
CC(C)c1nnc(NC(=O)CCS(=O)(=O)c2nc(-c3cccs3)cc(C(F)(F)F)n2)s1	11%
Cc1nc2ccc(S(=O)(=O)NCC(=O)N3CCCC(C)C3)cc2s1 (stereo not drawn)	13%
Cc1sc(NC(=O)CSc2nnc(-c3ccc(F)cc3)o2)c(C#N)c1C	3%
Cn1c(Cn2c(=O)sc3ccccc32)nnc1SCc1cccnc1	-7%
Cc1ccc(-n2c(N)c(C(=O)N3CCCCC3)sc2=S)cc1	-17%
CC(C)C(C(=O)O)N1C(=O)/C(=C/C=C/c2ccco2)SC1=S (stereo not drawn)	5.3µM*
Cc1ccc(C)c(NC(=S)N2CCC(c3nc4ccccc4s3)CC2)c1	-8%
C=CCSC1=N/C(=C\c2sccc2C)C(=O)S1	0%
CCOc1ccc(N(CC(=O)Nc2nccs2)S(=O)(=O)c2c(C)noc2C)cc1	7%
CCN(CC)S(=O)(=O)c1ccc(N2CCN(S(=O)(=O)c3ccc4c(c3)OCCO4)CC2)nc1	-16%
O=C(CCC(=O)Nc1nnc(C2CCCCC2)s1)NCc1cccs1	0%
COc1ccccc1CNC(=O)C(CCSC)NS(=O)(=O)c1ccc2c(c1)oc(=O)n2C (stereo not drawn)	-7%
COc1cccc2cc(-c3nnc(SCC(=O)Nc4nc(C)cs4)n3C)oc12	-13%

Exported with each value named: part of the list above.
Cc1cc2ncn(CC(O)COc3ccc4ccccc4c3)c2cc1C (stereo not drawn)
  EphA4 KYL inhibition: -6%
O=S(=O)(c1ccccc1)N(CC(O)CN1CCCCC1)c1ccccc1 (stereo not drawn)
  EphA4 KYL inhibition: 0%

Compound activity (PubChem BioAssay)
